# NOD2-RIPK2 inh – NOD2-RIPK2 protein interaction inhibition. O43353. inhibition, % at 4.98 µM. CHO BLA complementation NOD2-RIPK2, CCF4 ratio. AID 624267. 0.38% of 360,000 active; in the data active means inhibition above about 21%;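 further: 0% = vehicle only and 100% = reference blocker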
# Target sequence (O43353 whole entry, looked up): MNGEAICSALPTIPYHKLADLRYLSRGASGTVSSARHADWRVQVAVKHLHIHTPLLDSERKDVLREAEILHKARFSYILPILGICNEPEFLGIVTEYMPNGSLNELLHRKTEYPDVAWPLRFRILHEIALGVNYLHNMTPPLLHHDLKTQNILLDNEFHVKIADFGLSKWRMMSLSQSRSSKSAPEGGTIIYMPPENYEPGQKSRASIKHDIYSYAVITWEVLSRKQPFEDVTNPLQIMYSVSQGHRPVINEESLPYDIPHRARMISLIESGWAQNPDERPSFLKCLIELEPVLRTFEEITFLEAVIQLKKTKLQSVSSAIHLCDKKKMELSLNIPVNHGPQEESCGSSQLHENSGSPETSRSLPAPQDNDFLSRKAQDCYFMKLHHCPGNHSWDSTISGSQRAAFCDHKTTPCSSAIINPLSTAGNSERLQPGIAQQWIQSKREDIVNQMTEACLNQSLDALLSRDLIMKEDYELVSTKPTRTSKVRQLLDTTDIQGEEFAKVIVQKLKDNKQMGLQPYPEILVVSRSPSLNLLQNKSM
# NR2F2 inh – inhibitors of human COUP-TFII (NR2F2) | inhibition, % at 8.6 µM | P24468 | HEK293T NGFI-A luciferase reporter, luminescence | 0.7% of 370,000 active | AID 686940;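 active means inhibition above a per-plate cutoff, mean inhibition of test wells between control levels plus 3 SD, cut at about 38% in these data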;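 further: cells cotransfected with COUP-TFII expression vector driving the NGFI-A reporter; 0% = median of COUP-TF2 test wells and 100% = reporter-only cells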
# Target sequence (P24468 whole entry, looked up): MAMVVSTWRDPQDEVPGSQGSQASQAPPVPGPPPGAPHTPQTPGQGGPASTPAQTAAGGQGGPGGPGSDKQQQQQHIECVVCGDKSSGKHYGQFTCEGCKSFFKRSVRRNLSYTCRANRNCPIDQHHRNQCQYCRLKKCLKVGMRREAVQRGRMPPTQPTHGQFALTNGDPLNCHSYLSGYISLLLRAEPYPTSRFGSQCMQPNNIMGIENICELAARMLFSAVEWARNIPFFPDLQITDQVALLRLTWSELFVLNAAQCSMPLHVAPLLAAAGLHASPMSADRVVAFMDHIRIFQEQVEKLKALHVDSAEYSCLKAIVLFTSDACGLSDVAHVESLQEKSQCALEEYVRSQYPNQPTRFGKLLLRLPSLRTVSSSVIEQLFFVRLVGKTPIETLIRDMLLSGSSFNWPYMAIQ
# TROY NFkB inh – inhibitors of TROY-dependent NF-kB signaling | Q293 LMP1-TROYcd NF-kB luciferase reporter, 4 h | inhibition, % at 10 µM | 0.98% of 360,000 active | AID 1347056;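 active means compounds whose plate-normalised and pattern-corrected inhibition of the luciferase reporter signal at the single screening dose is 50% or more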
# ABHD5-PLIN5 inh – inhibitors of human ABHD5-perilipin-5 interaction | Split G. princeps luciferase complementation, luminescence, 4 h | AID 602281 | Q00G26+Q8WTS1 | inhibition, % at 4 µM | 0.78% of 360,000 active;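 active means inhibition above the mean inhibition across every tested compound plus 3 SD, cut at about 22% in these data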;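 further: 0% = DMSO only wells and the 100% control is not disclosed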
# TLR9-MyD88 inh – inhibitors of human TLR9-MyD88 binding. CHO BLA complementation TLR9-MyD88, CCF4 FRET ratio. inhibition, % at 4.98 µM. 0.21% of 340,000 active. AID 504734;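 active means inhibition above the mean over all tested compounds plus 3 SD, cut at about 21% in these data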;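 further: 0% = DMSO only wells and 100% = clavulanate BLA inhibitor control wells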
# SRC1 inh – inhibitors of human steroid receptor coactivator 1 (SRC1); Q15788; HEK293 GAL4-SRC1 luciferase reporter, luminescence; inhibition, % at 3.6 µM; 0.12% of 360,000 active; AID 588354;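 active means inhibition above the campaign mean plus 3 SD, with each screening campaign given its own cutoff, cut at about 60% in these data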;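 further: 0% = DMSO treated cells and 100% = gossypol at 36 µM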
# TWEAK-Fn14 inh – blocks TWEAK-Fn14 interaction in a reporter cell assay; TWEAK-stimulated Fn14 reporter cells, luciferase luminescence, 8 h; inhibition, % at 10 µM; 2% of 360,000 active; AID 1159606; in the data active means inhibition above about 50%
# NR5A2 inv ag – inverse agonists of human LRH-1 (NR5A2). inhibition, % at 3.6 µM. 0.13% of 360,000 active. O00482. HEK293T StAR-luciferase reporter, LRH-1 transfected, 24 h;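 active means inhibition above the mean inhibition of all tested compounds plus 3 SD, cut at about 73% in these data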;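 further: 0% = DMSO wells and 100% = reporter-only cells lacking LRH-1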
# Exocytosis inh – lytic granule exocytosis inhibition; 0.66% of 360,000 active; TALL-104 LAMP-1 surface exposure, flow cytometry; cells stimulated with thapsigargin and PMA; inhibition, % at 10 µM;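 active means inhibition above about 55%, limit read from the data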
# NCOA3 inh – human NCOA3 inhibition; inhibition, % at 3.6 µM; HEK293 GAL4-SRC3 luciferase reporter, luminescence; Q9Y6Q9; 0.17% of 360,000 active; AID 588352;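 active means inhibition above a per-campaign cutoff, the mean of all compounds plus 3 SD, cut at about 60% in these data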;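 further: 0% = DMSO-treated cells and 100% = gossypol-treated cells at 36 µM; higher means less SRC3-driven luciferase light from the GAL4 reporter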
# SRC2 inh – inhibits human steroid receptor coactivator 2. Q15596. HEK293 GAL4-SRC2 luciferase reporter, luminescence. inhibition, % at 9 µM. 0.17% of 370,000 active. AID 651957;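 active means inhibition above the mean inhibition of all tested compounds plus 3 SD, set per campaign, cut at about 52% in these data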;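 further: 0% = DMSO treated cells and 100% = cells given Gossypol at 36 µM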
# An asterisk follows results filed as active; . = not tested or not shown. The list is partial (hit frequency here may not be typical).
SMILES,NOD2-RIPK2 inh,NR2F2 inh,TROY NFkB inh,ABHD5-PLIN5 inh,TLR9-MyD88 inh,SRC1 inh,TWEAK-Fn14 inh,NR5A2 inv ag,Exocytosis inh,NCOA3 inh,SRC2 inh
C=CCc1cccc(C2Nc3ccccc3C(=O)N2O)c1O (stereo not given),-5,-6,-57,-1,-6,-11,-41,-60,-2,-16,-19
C=CCn1nc(-c2ccccc2)c2c(C)onc2c1=O,6,17,-8,0,-9,4,2,12,0,10,-23
O=C(Nc1ccc(Cl)c([N+](=O)[O-])c1)c1ccc2c(c1)OCCO2,-1,-29,-39,1,-4,-62,3,-94,-4,-72,-66
Cc1cc(=O)n2nc(-c3ccc(C(F)(F)F)cc3)sc2n1,-3,10,-49,-2,-5,-54,3,-57,-2,-55,-19
CC(=O)c1cc(C(=O)N2CCCC(CCC(=O)N(C)CCc3ccccn3)C2)cs1 (stereo not given),-8,13,-5,-5,-5,-3,-91,-6,-1,4,-3
O=C(O)c1ccccc1N/N=C/c1c(Sc2nnnn2-c2ccccc2)nc2ccccn2c1=O,6,10,28,2,-1,1,42,-8,12,-15,21
CC(C)c1ccc(NC2CCCN(C(=O)CCN3Cc4ccccc4C3=O)C2)cc1 (stereo not given),-5,-8,-13,2,13,-22,2,3,1,8,11
COc1ccc(CNC(=O)CCn2c(=O)c3cccn3c3ccc(F)cc32)cc1,5,1,1,5,-2,17,-32,-17,22,2,-18
Cc1sc2nc(COC(=O)c3ccc(O)cc3)[nH]c(=O)c2c1C,-28,1,-7,7,-6,1,-21,-10,6,17,-18
O=c1ccn(Cc2ccc(F)cc2)c2ccnc(C(F)(F)F)c12,2,17,11,-4,-6,11,8,-1,-4,18,42
O=C(O)C1C2CC2CN1C(=O)c1ccc(Cl)cc1Cl (stereo not given),-12,-22,0,2,.,11,14,-13,2,11,-5
O=C(CCc1ccc(O)cc1)c1c(O)cc(O)cc1O,2,-5,-31,-4,-13,-15,-3,-4,-1,2,-11
O=C(N/N=C/c1ccc(OCc2ccccc2)cc1)c1ccc(O)cc1,-9,-57,-1,-2,5,-55,-25,-18,0,-31,-20
CCn1c(CCNS(=O)(=O)c2ccccc2Br)nnc1SC,-1,2,7,6,1,-6,8,9,-10,20,-36
COCCn1c(-c2ccco2)csc1=Nc1cccnc1,4,.,11,-2,-1,-21,-10,-11,0,15,.
O=C(NCCc1ccco1)C(=O)NCC1OCCCN1S(=O)(=O)c1cc(F)ccc1F (stereo not given),6,-4,-1,5,-10,-27,-16,6,0,-3,2
O=C(/C=C/c1cnc2ccccc2n1)NC12CC3CC(CC(C3)C1)C2,3,-11,71*,8,8,-183,73*,-77,-6,-11,-57
Cc1ccc(NC(=O)C2CCN(S(=O)(=O)c3ccc(N4CCCC4=O)cc3)CC2)cc1Cl,6,66*,34,2,2,-1,47,24,3,6,38
CC(Sc1ncnc2ccccc12)C(=O)Nc1ccc2c(c1)OCCO2 (stereo not given),-7,28,-31,3,9,6,42,-3,9,10,5
O=C(NC(=S)Nc1ncccn1)c1ccc(Cl)cc1Cl,-5,-38,-43,-7,7,-82,-11,-155,7,-79,-38
CC(C)n1ncc(N2CCOCC2)c(Cl)c1=O,-29,-5,-9,0,0,-13,24,9,1,6,-2
Cc1ccc(NS(=O)(=O)c2ccc(NC(=O)c3cccs3)cc2)c(C)c1,-4,-8,38,-3,11,3,25,6,3,11,3
O=C(CSc1nc2ccccc2[nH]1)Nc1ccccc1N1CCOCC1,-7,21,-1,0,2,-6,2,-3,2,18,-8
CC(=O)Nc1ccc(C(=O)Nc2cc(S(=O)(=O)N3CCOCC3)ccc2N2CCOCC2)cc1,0,-8,6,-7,4,-2,-3,11,-6,-20,-2
O=C(c1noc2c1CSc1ccccc1-2)N1CCN(c2ccc(Cl)cc2)CC1,10,-7,-3,-2,-11,4,6,2,2,-17,-26
CC(=O)Nc1ccc(S(=O)(=O)N2CCCC3CCCCC32)cc1 (stereo not given),-5,24,-6,-2,7,8,9,-2,-2,2,0
Cc1ccc(OCCC(=O)OCC(=O)NCc2ccccc2)cc1,-11,17,-2,2,-5,-11,-5,-9,6,11,-9
CCOC(=O)N1CCC(Nc2nc3ccccc3n3nnnc23)CC1,-9,-19,4,-2,-12,-14,-2,-11,0,5,-37
N#C/C(=C\N1CCCCC1)S(=O)(=O)c1ccc(Cl)cc1,4,17,4,-6,.,2,0,0,3,16,-52
CCN(C(=O)CN1CCCCC1)C1(C)C(=O)c2ccccc2C1=O,7,15,-2,2,-6,-11,10,8,3,-9,-4
CCc1nn2cc(C(=O)c3ccccc3O)cnc2c1-c1ccc(F)cc1,-5,-21,-2,0,5,3,22,-22,-5,7,-1
C#CCSc1nnc(CSc2nc3ccccc3s2)n1-c1ccccc1,-6,16,15,2,1,-19,19,3,-2,10,-4
CC(C)CCNC(=O)C1CCC(=O)N1CCc1ccccc1 (stereo not given),1,-6,-9,-14,4,-6,8,11,5,-3,9
COc1ccc(OC)c(NC(=O)CSc2nnc(CNc3ccc(C)cc3C)o2)c1,14,5,15,3,2,3,-16,4,0,-4,-11
O=C(c1ccc(OC2CCN(CCCc3ccccc3)CC2)cc1)N1CCCC1,-7,-1,-21,1,1,-6,-6,12,-12,0,15
COc1cccc2cc(C(=O)N3CCCCCCC3)c(=O)oc12,-9,-37,-30,1,2,-39,-17,-19,-5,-26,-29
CN=C1S/C(=C\c2ccc(N3CCCC3)c(F)c2)C(=O)N1C,0,-5,-35,1,0,-36,-57,-32,-1,-54,-20
COc1ccc(C(=O)Nc2ccc(NC(=O)c3ccccc3)cc2)cc1S(=O)(=O)N1CCOCC1,-8,-9,29,9,-1,0,-44,-12,1,-7,-12
c1ccc(-c2[nH]ncc2CN2CCc3ccccc3C2)cc1,12,-11,-4,-3,-4,-13,3,8,2,2,16
Cc1nc2cc(C(=O)OCC(=O)NC34CC5CC(CC(C5)C3)C4)ccc2n1-c1ccccc1,4,13,13,1,1,-23,6,8,2,5,-2
Cc1ccc(NC(=O)C2CCCCC2)cc1C,-1,-2,-13,-4,8,-10,-12,-26,-4,1,-24
COc1ccc(OCCCN2CCc3ccccc3C2)cc1,-26,-15,28,4,-1,10,5,22,-6,-9,-17
O=C(CCCOc1ccc(Cl)cc1Cl)NCC1CCCO1 (stereo not given),-12,-8,.,2,-1,3,18,4,-2,-15,-39
CCN(CC)C(=O)CSc1nc2sc3c(c2c(=O)n1CCCOC)CCC3,2,-6,8,-1,11,8,10,-8,10,0,-4
Nc1cc(-c2nn[nH]n2)ccc1F,-6,10,6,13,5,9,-6,8,17,20,-11
O=C(Cn1c(=O)n(-c2cccc(C(F)(F)F)c2)c(=O)c2sccc21)NCC1CCCO1 (stereo not given),-12,-10,-15,-9,-14,-7,8,3,-3,-20,4
CCN1CCCC1CNS(=O)(=O)c1ccc(Br)cc1 (stereo not given),9,15,25,2,-3,3,17,14,-6,15,-2
O=c1c(-c2ccc(Br)cc2)coc2c(CN3CCOCC3)c(O)ccc12,3,-5,.,-5,-4,-19,-10,-18,-2,-20,-35
CCCCNC(=O)NC1C(NC(=O)NCCCC)N(C)C(=O)N1C (stereo not given),2,6,3,0,1,6,-8,11,4,9,-9
CC(C)C[C@@H]1O[C@H](CCc2ccccc2)Cc2[nH][nH]c(=O)c21,-5,-1,0,-3,.,.,6,24,-2,.,-13
O=[N+]([O-])c1ccc(Sc2ccncn2)c([N+](=O)[O-])c1,24*,-10,41,29*,12,-26,77*,15,3,-8,-13
CC1CN(S(=O)(=O)c2ccc(C(=O)Nc3nnc(-c4ccco4)o3)cc2)CC(C)O1 (stereo not given),-3,4,-23,0,-6,3,4,-14,-1,12,3
CCOC(=O)C(C(=O)NCC1CCCO1)C1CCCCC1 (stereo not given),-3,8,-5,0,-10,4,4,23,2,23,-10
COc1ccc(C(=O)Cn2c(C)nc([N+](=O)[O-])c2Br)cc1,-1,18,16,13,11,-5,50*,1,-2,8,11
Cc1cccc2nc(CNC(=O)CC3C(=O)NCCN3Cc3cccc(F)c3)cn12 (stereo not given),-6,15,9,7,-5,-3,24,3,6,0,-12
COc1ccc2nc(NC(=O)CN3CCOCC3)sc2c1,0,-32,-12,-7,8,-36,-7,-28,2,-51,-13
CC1(C)CC(=O)C(CC2C(=O)CC(C)(C)CC2=O)C(=O)C1,5,-2,-7,17,-6,16,3,-24,2,4,-9
Cc1ccc(O)c(C(=O)c2cnc3c(c2)COc2ccc(C)cc2-3)c1,1,7,9,-10,2,10,42,-35,1,17,19
CCc1nnc(NC(=O)c2ccc(S(=O)(=O)N3CCCCCC3)cc2)s1,4,1,13,-7,-2,-6,0,10,-3,26,13
COc1ccc(C(O)c2nc(-c3ccc4ccccc4c3)cs2)cc1 (stereo not given),-15,-28,2,-11,.,-23,-23,-55,-2,-46,-33

# (further entries)
SMILES,NOD2-RIPK2 inh,NR2F2 inh,TROY NFkB inh,ABHD5-PLIN5 inh,TLR9-MyD88 inh,SRC1 inh,TWEAK-Fn14 inh,NR5A2 inv ag,Exocytosis inh,NCOA3 inh,SRC2 inh
CCOC(=O)c1c(C)c(/C=N/Nc2ccccc2)n(C)c1C,-3,-29,10,-1,1,-14,18,-12,-2,-11,-4
CCC1CCCCN1Cc1ccc(CNC(=O)CCc2nnc3ccc(N4CCCCC4)nn23)o1 (stereo not given),-4,14,-21,6,-5,0,-11,-10,-1,0,-9
Oc1c(C(c2ccccc2)N2CCCCC2)sc2ncnn12 (stereo not given),-9,-2,-14,7,9,-6,-1,1,-1,-10,-12
CC(C)OC(=O)CSc1nnc(-c2ccc(Cl)cc2)n1N,-4,2,-10,-3,-7,-17,-2,0,1,-9,-4
C[C@H](CO)N1C[C@H](C)[C@H](CN(C)S(C)(=O)=O)Oc2c(cccc2N(C)C)C1=O,4,-1,6,0,0,9,20,6,1,14,-18
CCCCCN(C(=O)CCC(=O)OCC(=O)NC1CCC(C)CC1)c1c(N)n(CCCC)c(=O)[nH]c1=O (stereo not given),-5,4,-20,-1,-8,-95,-8,-8,1,5,-7
Cc1ccc2nc(NC(=O)C3CCN(S(=O)(=O)c4ccc5c(c4)oc(=O)n5C)CC3)sc2c1,-7,-13,36,-9,2,-5,61*,13,1,9,8
Cn1nc(C(=O)Nc2ccc(Br)cc2)cc1C(=O)Nc1ccc(Br)cc1,-5,-14,-4,1,3,10,3,11,-5,-9,-33

# Among those listed so far, four contain a furan ring, fused or not:
SMILES,NOD2-RIPK2 inh,NR2F2 inh,TROY NFkB inh,ABHD5-PLIN5 inh,TLR9-MyD88 inh,SRC1 inh,TWEAK-Fn14 inh,NR5A2 inv ag,Exocytosis inh,NCOA3 inh,SRC2 inh
COCCn1c(-c2ccco2)csc1=Nc1cccnc1,4,.,11,-2,-1,-21,-10,-11,0,15,.
O=C(NCCc1ccco1)C(=O)NCC1OCCCN1S(=O)(=O)c1cc(F)ccc1F (stereo not given),6,-4,-1,5,-10,-27,-16,6,0,-3,2
CC1CN(S(=O)(=O)c2ccc(C(=O)Nc3nnc(-c4ccco4)o3)cc2)CC(C)O1 (stereo not given),-3,4,-23,0,-6,3,4,-14,-1,12,3
CCC1CCCCN1Cc1ccc(CNC(=O)CCc2nnc3ccc(N4CCCCC4)nn23)o1 (stereo not given),-4,14,-21,6,-5,0,-11,-10,-1,0,-9
